# TCR CD3 inh: inhibitors of human TCR-CD3 interaction, primary screen, biochemical, fluorescence, TAMRA-labeled TCR probe | T-cell receptor (TCR) | actives 0.37% (n = 360,000) | inhibition, % at 9.4 µM | AID 651800, 2012; in the data active = inhibition above about 19%;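 also: recombinant mutant TCR 2C K166C tagged with TAMRA read by polarization; 0% = receptor in buffer alone and 100% = receptor with positive control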
# HTRA1 inh: HTRA1 serine protease inhibitors, primary screen, biochemical, fluorescence polarization, HTS. actives 0.5% (n = 340,000). recombinant HTRA1, FP-rhodamine activity-based probe. inhibition, % at 5.96 µM; in the data active = inhibition above about 36%;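 also: 0% = enzyme with DMSO and 100% = wells lacking enzyme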
# Target sequence (Q92743 whole entry, looked up): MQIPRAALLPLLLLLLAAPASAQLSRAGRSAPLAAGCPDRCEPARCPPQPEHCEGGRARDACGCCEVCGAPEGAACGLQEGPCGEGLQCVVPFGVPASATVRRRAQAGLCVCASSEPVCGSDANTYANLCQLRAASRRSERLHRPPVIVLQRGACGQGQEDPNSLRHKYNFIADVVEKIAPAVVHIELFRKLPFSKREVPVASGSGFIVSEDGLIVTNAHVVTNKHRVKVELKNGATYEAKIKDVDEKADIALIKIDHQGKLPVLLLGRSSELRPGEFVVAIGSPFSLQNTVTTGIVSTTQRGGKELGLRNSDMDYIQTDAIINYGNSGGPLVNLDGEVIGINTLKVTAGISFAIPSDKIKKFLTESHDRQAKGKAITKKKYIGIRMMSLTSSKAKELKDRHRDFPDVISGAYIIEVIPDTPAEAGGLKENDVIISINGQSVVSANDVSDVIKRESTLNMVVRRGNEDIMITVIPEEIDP
# TDP2 inh: human TDP2 enzyme inhibitors, primary screen, biochemical, epi absorbance, recombinant enzyme; Tyrosyl-DNA phosphodiesterase 2 (Homo sapiens), O95551; T5PNP hydrolysis, p-nitrophenol absorbance 415 nm; inhibition, % at 12.8 µM; actives 0.34% (n = 370,000); AID 720702, 2013;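 active = inhibition above the mean of all tested compounds plus 3 SD, set per campaign, cut at about 25% in these data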;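 also: 0% = DMSO with enzyme and 100% = buffer with substrate but no TDP2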
#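 Assay system: Recombinant human TDP2 | Quantity: 120 nM TDP2 per well | Incubation: 2 h at 37 °C | Signal: Epi absorbance | Evaluation: Percent inhibition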
# PRMT1 inh: PRMT1 methyltransferase inhibitors, primary screen, biochemical, fluorescence polarization | recombinant PRMT1, activity-based probe fluorescence polarization | actives 1.3% (n = 370,000) | inhibition, % at 2.79 µM;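 active = inhibition above about 21% made by adding two undisclosed values, limit read from the data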
# Target sequence (Q99873 whole entry, looked up): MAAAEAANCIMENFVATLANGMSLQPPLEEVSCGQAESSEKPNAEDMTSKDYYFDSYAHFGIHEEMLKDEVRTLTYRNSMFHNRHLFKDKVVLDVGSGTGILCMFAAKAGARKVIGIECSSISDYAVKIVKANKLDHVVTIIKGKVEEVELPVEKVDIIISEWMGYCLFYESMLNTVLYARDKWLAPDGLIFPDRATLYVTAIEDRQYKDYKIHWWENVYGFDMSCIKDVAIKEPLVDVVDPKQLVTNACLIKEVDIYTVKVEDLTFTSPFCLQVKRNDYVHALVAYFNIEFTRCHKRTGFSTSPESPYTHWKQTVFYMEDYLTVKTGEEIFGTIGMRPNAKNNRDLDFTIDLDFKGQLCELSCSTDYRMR
# mABHD4 FP: ABHD4 inhibitors, primary screen, biochemical, fluorescence polarization, mouse. purified mABHD4, FP-Rh probe fluorescence polarization. inhibition, % at 8.92 µM. (Lyso)-N-acylphosphatidylethanolamine lipase (Mus musculus), Q8VD66. actives 0.54% (n = 370,000). AID 720543, 2013;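 active = inhibition exceeding the mean over every tested compound plus 3 SD, cut at about 30% in these data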;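 also: 0% = plate median of compound wells and 100% = S159A mutant with DMSO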
#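 assay system = mABHD4 protein | compound dosing = single nominal dose of 8.92 µM, 0.89% DMSO final | read-out basis = percent inhibition of probe binding, normalized to plate controls | schedule = Enzyme–compound pre-incubation 45 min, then probe 60 min, both 25 °C | detection = fluorescence polarization, excitation 525 nm, emission 598 nm, BODIPY TMR filters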
# SIAE inh: human SIAE inhibitors, primary screen, biochemical, fluorescence polarization, FP-Rh probe, 1536-well HTS; SIAE FP-Rh probe binding; actives 0.69% (n = 370,000); Sialate O-acetylesterase (Homo sapiens), Q9HAT2; inhibition, % at 9.66 µM; AID 1053197, 2014;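 active = inhibition above a cutoff: mean of compounds within the control limits plus 3 SD of those, cut at about 17% in these data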;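 also: 0% = plate median of compound wells and 100% = probe without SIAE protein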
# LEDGF integ inh: blockers of LEDGF/p75-dependent integrase strand transfer – biochemical, TR-FRET, high throughput, primary screen; HIV-1 integrase (with human LEDGF/p75); TR-FRET IN-LEDGF/p75 DNA integration, Eu/Cy5; inhibition, % at 3.7 µM; actives 0.64% (n = 370,000); AID 743269, 2014;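 active = inhibition above the screen-wide mean plus 3 SD, cut at about 13% in these data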;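 also: signal is the Cy5 over europium emission ratio at 671 and 618 nm; 0% = plate median of compound wells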
# PG9 Ab binder: binders of HIV-1 gp120 antibody PG9, primary screen, biochemical, TR-FRET. HIV-1 gp120 / PG9 antibody interaction. TR-FRET gp120-PG9 antibody binding. inhibition, % at 6.7 µM. actives 0.43% (n = 360,000). AID 624416, 2012; in the data active = inhibition above about 8.5%
# rCAG RNA binder: binders of r(CAG) RNA repeats, primary screen, biochemical, fluorescence; r(CAG) RNA repeat, TO-PRO-1 dye displacement fluorescence; inhibition, % at 3 µM; actives 1.3% (n = 370,000); AID 651821, 2012;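 active = inhibition above the plate cutoff, the mean of all test compounds on that plate plus 3 SD, cut at about 35% in these data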;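 also: 0% = DMSO alone and 100% = 100 µM mitoxantrone as full dye displacement; higher means more dye released from RNA so lower well fluorescence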
# NR1D1 modulator: modulators of Rev-erb alpha DNA binding, primary screen, biochemical, FITC-DNA, fluorescence polarization, uHTS; actives 0.79% (n = 370,000); AID 1259318, 2017; activity, % at 10 µM; Nuclear receptor subfamily 1 group D member 1 (Homo sapiens), P20393; Rev-erbα–FITC-DNA binding, 90 min;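 active = activity above about 14%, limit read from the data; passing the limit was not always enough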;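 also: 0% = DMSO wells with 35 nM protein and 100% = DMSO wells with 750 nM protein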
# * marks the source's active call; other numbers are inactive results; x = no result given. An excerpt; rates above refer to the full screens.
SMILES,TCR CD3 inh,HTRA1 inh,TDP2 inh,PRMT1 inh,mABHD4 FP,SIAE inh,LEDGF integ inh,PG9 Ab binder,rCAG RNA binder,NR1D1 modulator
COc1ccc(OC)c(NC(=O)CS(=O)(=O)Cc2ccccc2)c1,6,6,8,-4,-8,-4,1,-1.7,-3,0
CC(=O)C1=C(C)NC(SCC(=O)c2ccc(Cl)cc2Cl)=C(C#N)C1c1ccco1 (configuration not stated),-6,-19,-8,6,-2,-3,-1,-1.7,9,-3
O=C(COC(=O)c1ccc(F)c(S(=O)(=O)N2CCOCC2)c1)NCCc1ccccc1,3,4,5,3,-4,8,0,-0.8,-4,7
COc1ccc(CNC(=O)CCn2cccc2)cc1,10,4,8,2,2,1,-2,-0.4,4,2
CC(C)(CNC(=O)c1ccc(NS(=O)(=O)c2ccc(F)c(F)c2)cc1)N1CCOCC1,-1,5,-8,1,1,5,1,1.2,0,4
CN(C(=O)CCN1C(=O)/C(=C/c2ccc(F)cc2)SC1=S)C1CCS(=O)(=O)C1 (configuration not stated),-1,2,1,1,-6,1,-4,-2.2,2,4
COc1ccc(-c2cc(NC=O)c3ncc(-c4cccc(C(F)(F)F)c4)n3c2)cc1OC,-10,x,-5,1,-14,-9,-1,-0.9,9,2
COc1ccccc1-c1nnc(SCC(=O)N2CCCC2)o1,21*,-8,8,-3,1,8,0,-6.6,1,-3
COc1ccc2c(c1)CCCN2S(=O)(=O)c1ccc(Cl)cc1,-7,-6,-4,9,-9,-2,-1,0.6,-3,9
CC(=O)N1CCN(C(=O)c2ccc(NS(=O)(=O)c3ccc4c(c3)OCCO4)cc2)CC1,-14,7,-9,1,-5,0,1,1.3,5,3
COc1ccc2c(c1)CCCC2=O,8,0,11,-3,-1,-2,0,1.1,2,-3
O=C(c1ccco1)N1CCN(C(=O)c2[nH]ncc2[N+](=O)[O-])CC1,-4,-5,-3,1,-2,-2,-3,0.6,-1,4
Cc1ccc(S(=O)(=O)c2nnn3c2nc(N2CCOCC2)c2ccccc23)c(C)c1,-4,-6,-8,-2,4,-3,-2,1.2,2,6
Cc1ccc(SCC(=O)NCCN2C(=O)CSC2=O)c(C)c1,-2,16,-2,-2,3,9,-3,0.3,2,-4
O=S(=O)(Cc1nnnn1-c1ccc(Br)cc1)c1ccc(F)cc1,0,3,-5,-3,3,2,2,-0.9,2,3
CCCCSc1cc(C)nc(N)n1,9,0,-6,-1,-1,1,-2,-0.1,-2,2
COc1cc(/C=C2\SC(=O)N(Cc3ccc(F)cc3)C2=O)cc([N+](=O)[O-])c1O,1,6,12,0,10,-1,0,-1.4,8,7
CCNc1nc(N)nc(Oc2ccc(OCc3ccccc3)nn2)n1,-6,2,6,1,12,-3,-4,1.0,0,-4
COc1ccc(Cl)cc1NC(=O)CN1CCN(S(=O)(=O)c2ccc(F)cc2)CC1,-6,0,-11,5,-3,5,-4,3.7,1,0
CCOc1ccc(NC(=O)CN2C(=O)C(C)SC(C)C2=O)cc1 (configuration not stated),2,-1,1,-1,-5,8,4,-1.2,0,-5
Cc1ccc(CNC(=O)C2CCC(=O)N(Cc3ccccc3F)C2)s1 (configuration not stated),-7,-5,-7,2,-1,2,-6,-2.4,-1,7
CNC(=O)C(=O)N/N=C/c1ccc(Br)cc1,3,3,0,-3,-1,7,-3,0.1,-1,-1
O=c1ccc(-c2ccc([N+](=O)[O-])cc2)nn1-c1ccccc1,7,8,13,0,-3,5,-1,-1.9,0,2
CN(C)c1nc(N)nc(-c2ccco2)n1,4,4,3,1,6,2,-2,-0.6,2,4
CCOC(=O)[C@]12CCC=C1N(Cc1ccc3c(c1)OCO3)C(=O)[C@H](CC(=O)NCc1ccc(OC)c(OC)c1)C2,2,x,5,6,6,-2,-3,1.7,2,1
O=C(Nc1ccncc1)c1cccs1,-1,5,-7,0,7,0,-4,-1.8,0,5
COc1ccccc1N1CCN(S(=O)(=O)CCNC(=O)C23CC4CC(CC(C4)C2)C3)CC1,-4,1,-15,4,4,0,-8,-2.0,-6,-1
CCCN(C(=O)COC(=O)CCOc1ccccc1C)c1c(N)n(Cc2ccccc2)c(=O)[nH]c1=O,-2,5,7,0,-3,1,-3,-0.6,-7,3
Cc1noc(C)c1COc1ccc(CC(=O)NCCc2ccccc2)cc1,-4,3,-2,-4,-9,-6,11,-1.3,-8,1
COC(=O)c1sc(-c2ccc(C(C)(C)C)cc2)cc1NC(=O)COCC(=O)O,-3,x,-5,3,-16,-24,1,0.6,64*,-5
CCc1ccccc1NC(=O)c1cc([N+](=O)[O-])ccc1N1CCOCC1,8,0,-2,-1,1,15,2,0.0,-5,-3
COc1cccc2[nH]c(C(=O)NCc3ccccc3)cc12,-1,-7,1,0,4,3,-2,-0.4,9,-3
CC(=O)Nc1ccccc1C(=O)C(=O)Nc1cccc(C(=O)NCc2ccccc2)c1,0,-11,-7,2,-2,8,-2,-0.5,1,4
CC(CNS(=O)(=O)c1ccc2c(c1)CC(=O)N2C)c1ccccc1 (configuration not stated),-7,-23,-7,-2,-4,-13,-1,-0.3,11,-4
COCCN(C(=O)c1c(C)noc1C)c1c(N)n(CC(C)C)c(=O)[nH]c1=O,0,9,2,-8,-1,0,4,-1.4,0,1
O=C(Cc1cccs1)N/N=C/C=C/c1ccccc1,-6,-2,-17,2,-3,6,1,-2.7,3,1
CC(C)c1ccc(NC(=O)C2=CC=CN3CCS(=O)(=O)N=C23)cc1,-7,0,1,0,-5,-2,2,-0.5,4,1
Cc1ccc(S(=O)(=O)N2CCC(C(=O)NNS(=O)(=O)c3ccc(Cl)cc3)CC2)cc1,3,5,8,-2,0,6,-1,-1.9,10,-1
CC(Sc1n[nH]c(N)n1)C(=O)NC1CCCCC1C (configuration not stated),6,6,12,-2,4,1,2,-1.5,2,-1
CC1=C(C(=O)N2CCCCCC2)CC(CC(=O)NCCc2ccccn2)C(=O)N1Cc1ccc(F)cc1 (configuration not stated),5,x,4,3,-2,-2,-1,1.6,-1,-3
COc1ccc(C2=NOC(Cn3nc(C(=O)NCc4ccc(C)cc4)cc3-c3ccccc3)C2)cc1 (configuration not stated),3,-4,-3,-1,1,-16,-1,-0.9,3,-1
CCC(=O)N(Cc1cc(=O)[nH]c2ccccc12)c1ccccc1OC,4,4,-25,-2,-10,-14,3,-1.3,2,-6
Cc1cc(C)c(S(=O)(=O)Nc2ncn[nH]2)c(C)c1,7,9,-6,-4,-3,0,-4,-2.4,1,-2
O=C(NCC(NS(=O)(=O)OCC(Cl)(Cl)Cl)c1ccccc1)C(F)(F)F (configuration not stated),8,-7,9,-1,0,0,-1,-0.1,-2,-2
CN(C)CCNc1ncnc2c1ncn2[C@H]1CN(Cc2ccncc2)C[C@@H](CO)O1,-10,x,-1,6,4,-1,-5,1.1,-1,4
CCOC(=O)C1CCN(C(=O)COc2cccc3ccccc23)CC1,-2,-1,12,-5,-3,7,3,-0.6,2,3
O=C(Nc1ccccc1)OC1CC2CC1C1CCCC21 (configuration not stated),-6,-18,-4,6,-17,-2,2,1.6,-1,3
CCN(CC)C(=O)N1CCN(S(=O)(=O)c2ccc(C)cc2)CC1,3,4,7,1,0,0,1,-2.6,-3,-7
COc1ccc(C(=O)OCCCOC(=O)c2ccc(OC)cc2OC)c(OC)c1,1,1,1,0,-5,2,-1,0.0,-10,-1
CC(NC(=O)c1cc2cc(Br)ccc2oc1=N)c1ccccc1 (configuration not stated),3,0,1,1,11,5,0,3.2,1,6
O=C(Nc1cccc(Oc2ccccc2)c1)C1Cc2c(-c3ccco3)ccnc2O1 (configuration not stated),-5,x,0,2,-24,-32,0,-0.4,9,-1
CN(Cc1c(C(=O)N(C)Cc2ccccc2)nc2ccccn12)CC1Cc2ccccc2O1 (configuration not stated),-3,-1,-11,0,-3,0,-4,0.3,-9,-1
CCn1c(CC(=O)Nc2ccccc2)nnc1SCC(=O)Nc1nncs1,0,9,1,2,2,4,2,-1.0,1,0
C=CCn1c(SCc2c(F)cccc2Cl)nnc1-c1ccco1,5,-7,1,-3,-4,3,0,-1.1,-5,3
COc1ccc(C(=O)N2CCc3ccccc32)cc1S(=O)(=O)N1CCOCC1,3,1,6,2,-4,0,-5,0.0,-1,-2
O=C(COc1cccc(Oc2ccccc2)c1)Nc1ncccn1,2,-1,4,3,4,0,2,-0.1,-5,7
CCOC(=O)Cc1csc(NC(=O)COc2ccc3c(C)cc(=O)oc3c2)n1,-4,-12,4,13,-2,-2,-3,-2.2,13,-4
c1cc2c(cc1CN1CCOCC1)OCO2,-10,2,-4,4,-1,0,1,-0.3,-3,-3
CN(Cc1cccc(Cl)c1)C(=O)C1CCC(=O)N(C2CC2)C1 (configuration not stated),3,2,-4,-9,0,-1,0,-1.4,-3,-3
COc1ccc(-n2nnnc2SCC(=O)NC2CC2)cc1,1,-1,-13,-1,2,6,-5,-0.8,0,-1
# Further compounds
SMILES,TCR CD3 inh,HTRA1 inh,TDP2 inh,PRMT1 inh,mABHD4 FP,SIAE inh,LEDGF integ inh,PG9 Ab binder,rCAG RNA binder,NR1D1 modulator
N#Cc1ccc(N2C(=O)[C@@H]3C(C(=O)c4ccc5ccccc5n4)=NN[C@@H]3C2=O)cc1,0,-12,10,7,2,-5,2,-1.6,30,-4
O=C1Nc2ccc(S(=O)(=O)NCc3ccccn3)c3cccc1c23,-3,-4,0,4,1,-6,1,1.5,6,-8
CCN(CC)C(=O)C1=C(C)N(Cc2ccc(C(C)(C)C)cc2)C(=O)C(CC(=O)NCCN2CCOCC2)C1 (configuration not stated),-4,-1,6,-2,3,2,4,0.5,-3,8
Cn1c(SCC(=O)N2CCN(C(=O)c3ccco3)CC2)nnc1-c1ccc(NS(C)(=O)=O)cc1,4,15,-15,-2,4,-7,-1,-2.5,-2,-5
COCCCN1CC(=O)N2C(c3cccc(OC)c3)c3[nH]c4ccccc4c3C[C@H]2C1=O (some centres not stated),2,-2,-7,2,-6,4,1,-0.6,-3,-1
COc1ccc(CC(=O)Nn2c(-c3ccccc3)nc3ccccc3c2=O)cc1,1,-3,-1,-1,7,-3,2,-2.8,4,-2

# Single records, from the list above. Order of values: TCR CD3 inh | HTRA1 inh | TDP2 inh | PRMT1 inh | mABHD4 FP | SIAE inh | LEDGF integ inh | PG9 Ab binder | rCAG RNA binder | NR1D1 modulator
# N#Cc1ccc(N2C(=O)[C@@H]3C(C(=O)c4ccc5ccccc5n4)=NN[C@@H]3C2=O)cc1 in the list: 0 | -12 | 10 | 7 | 2 | -5 | 2 | -1.6 | 30 | -4
# O=C1Nc2ccc(S(=O)(=O)NCc3ccccn3)c3cccc1c23 in the list: -3 | -4 | 0 | 4 | 1 | -6 | 1 | 1.5 | 6 | -8
